FN deposition inh: inhibitors of fibronectin matrix deposition, primary screen, AH1F cells, Alexa488-fibronectin fluorescence, plate reader. inhibition, % at 12.6 µM. AH1F fibroblasts, overnight. actives 0.086% (n = 350,000). AID 743247, 2014;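 active = mean inhibition across replicates of 30% or more, regardless of how many single replicates reach that level; inconclusive = mean under 30% yet at least half of replicates reach 30%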;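 note: positive control wells lacked labelled fibronectin entirely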
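Measured by – fluorescence 485/525 nm · System – AH1F fibroblast monolayer, labelled fibronectin deposition · Amount – 10000 cells per well · Buffer or medium – serum-reduced DMEM (2% serum) · Doses – single dose, pinned · Also added – fluorescent fibronectin at 24 nM final · Schedule – 1 h cell attachment, overnight exposure to compound and label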
PGC1a acetyl inh: inhibitors of PGC1a acetylation signal, primary screen, cell-based, U2OS, AlphaScreen, inhibitor mode | AlphaScreen anti-acetyl-lysine; with virally co-expressed GCN5 acetyltransferase | inhibition, % at 15.6 µM | actives 0.17% (n = 350,000) | AID 651687, 2012;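 active = every replicate shows inhibition of at least 40%; inconclusive = mean inhibition at least 40% but some replicate below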;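 note: 0% = neutral control wells and 100% = positive control wells; some results beyond the cut were filed as inactive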
S100A4 inh HTS: inhibitors of S100A4-myosin IIA peptide binding, primary screen, biochemical, fluorescence polarization, TAMRA-MyoIIA peptide; Protein S100-A4 (Homo sapiens), P26447; inhibition, % at 10.7 µM; actives 0.14% (n = 360,000);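 active = mean inhibition of at least 70% across replicates, with every replicate also reaching that level; inconclusive = mean inhibition reaches 70% but some replicates fall short; inactive = mean inhibition below 70%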
Target sequence (P26447 whole entry, looked up): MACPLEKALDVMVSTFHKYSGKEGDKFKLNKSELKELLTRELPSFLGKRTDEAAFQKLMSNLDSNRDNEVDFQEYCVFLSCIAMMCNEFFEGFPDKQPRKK
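Test system: S100A4 monomer protein. Medium: HEPES buffer with Ca2+, pH 7.2. Reagent: fluorescent myosin IIA peptide, 5 nM. Compound dosing: single-point compound testing. Timing: 5 min between mix addition and reading. Benchmarks: DMSO neutral and TFP positive wells.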
EWS-Fli block: EWS/Fli-driven NR0B1 reporter inhibitors, primary screen, A673 cells, NR0B1 luciferase, luminescence, MLPCN library; inhibition, % at 12.6 µM; viability-normalised; actives 0.67% (n = 350,000);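 active = mean inhibition of at least 50% after viability correction, with every replicate also passing that limit; inconclusive = mean reaches 50% but only one of two replicates passes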;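 note: firefly luciferase signal divided by Alamar Blue viability fluorescence both relative to DMSO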
PAX8 inh HTS: inhibitors of PAX8-driven TPO luciferase reporter, primary screen, RMG-I cells, single concentration; SteadyGlo, 24 h; inhibition, % at 12.6 µM; actives 1.2% (n = 360,000); AID 652154, 2013;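 active = mean replicate inhibition at least 60% with every replicate also reaching 60%; inconclusive = only one of the two criteria is met; inactive = mean below 60% and not all replicates reaching 60%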;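 note: luciferase light reporting Pax8 driven TPO promoter activity; plate controls were median of neutral control wells for no effect and mitoxantrone controls for full effect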
PglD DTNB: C. jejuni PglD acetyltransferase inhibitors, primary screen, biochemical, DTNB colorimetric, single point | UDP-N-acetylbacillosamine N-acetyltransferase PglD (Campylobacter jejuni) | purified PglD enzyme, DTNB colorimetric CoA detection | inhibition, % at 12.5 µM | actives 0.098% (n = 360,000) | AID 602405, 2012; in the data active = inhibition above about 16%, passing the limit was not always enough; inconclusive = no clear call, values can overlap the other calls; note: strong numbers were not always called active
ERAP1 inh: human ERAP1 aminopeptidase inhibitors, primary screen, biochemical, single point, plate reader; Endoplasmic reticulum aminopeptidase 1 (Homo sapiens), Q9NZ08; recombinant ERAP1, Leu-AMC fluorescence, 60 min; inhibition, % at 10.7 µM; actives 0.15% (n = 340,000);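 active = mean replicate inhibition of at least 30%, or all replicates individually reaching that 30% level; inactive = mean below 30% and not every replicate reaching it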;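 note: 0% = neutral control wells and 100% = L-leucinethiol positive control wells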
Target sequence (Q9NZ08 whole entry, looked up): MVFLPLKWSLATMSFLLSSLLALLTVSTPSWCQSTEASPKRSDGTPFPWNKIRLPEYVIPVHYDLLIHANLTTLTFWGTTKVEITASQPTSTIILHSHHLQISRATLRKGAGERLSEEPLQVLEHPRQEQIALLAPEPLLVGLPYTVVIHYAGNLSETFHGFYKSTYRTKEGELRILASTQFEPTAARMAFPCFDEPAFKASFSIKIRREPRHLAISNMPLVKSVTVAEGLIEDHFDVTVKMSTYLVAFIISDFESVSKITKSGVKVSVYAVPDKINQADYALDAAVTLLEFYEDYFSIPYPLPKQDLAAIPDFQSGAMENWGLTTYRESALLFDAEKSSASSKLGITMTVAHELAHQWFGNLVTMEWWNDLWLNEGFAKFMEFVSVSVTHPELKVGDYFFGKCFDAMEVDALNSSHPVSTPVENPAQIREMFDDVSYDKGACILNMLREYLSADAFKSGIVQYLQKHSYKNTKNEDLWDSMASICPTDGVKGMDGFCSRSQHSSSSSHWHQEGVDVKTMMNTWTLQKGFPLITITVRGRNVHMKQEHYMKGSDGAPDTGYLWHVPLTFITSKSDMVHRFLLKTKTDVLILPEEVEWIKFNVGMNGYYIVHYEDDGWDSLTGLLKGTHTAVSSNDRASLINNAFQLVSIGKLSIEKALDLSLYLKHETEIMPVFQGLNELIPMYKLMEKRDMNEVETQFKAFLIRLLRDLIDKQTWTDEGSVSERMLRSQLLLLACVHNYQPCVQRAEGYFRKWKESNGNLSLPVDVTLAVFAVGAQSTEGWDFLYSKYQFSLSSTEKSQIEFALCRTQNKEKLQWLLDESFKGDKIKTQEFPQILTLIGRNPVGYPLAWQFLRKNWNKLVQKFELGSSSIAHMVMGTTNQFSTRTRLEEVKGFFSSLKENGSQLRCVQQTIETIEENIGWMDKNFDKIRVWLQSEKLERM
LGR2 inh: inhibitors of bursicon-induced LGR2 CRE-luciferase signal, primary screen, cell-based, HEK293, CRE-luciferase reporter, bursicon stimulation; Drosophila bursicon receptor LGR2 (rickets); bursicon-stimulated, 4 h; inhibition, % at 9.99 µM; actives 0.35% (n = 380,000); AID 720647, 2013;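 active = drop in luminescence signal, shown as inhibition above about 50% in the replicate tests, limit read from the data, passing the limit was not always enough; inconclusive = probably only some replicates passing the limit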;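 note: agonist challenge used bursicon conditioned medium at about half maximal strength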
An asterisk follows results filed as active; u = inconclusive; x = not tested or not shown.

SMILES	FN deposition inh	PGC1a acetyl inh	S100A4 inh HTS	EWS-Fli block	PAX8 inh HTS	PglD DTNB	ERAP1 inh	LGR2 inh
O=c1c(-c2ccc(O)cc2)coc2c(C3O[C@H](CO)[C@@H](O)[C@H](O)[C@H]3O)c(O)ccc12 (stereo not given in full)	-3	-4	-14	-7	-14	-1	-2	6
CCCOC(=O)c1c(-c2ccc(OC)cc2)oc2ccc(-c3ccc(OC)nc3)cc12	-16	x	0	-13	8	1	1	-6
Clc1cccc(Cc2c(-c3ccccc3)nc3ccc(Cl)cn23)c1	3	4	-9	-37	-82	2	-3	-46
COc1ccccc1CNC(=O)c1cc(S(=O)(=O)N2CCCC2)cn1C	0	6	8	4	3	0	0	12
CN(CC(=O)Nc1ccncc1)S(=O)(=O)c1ccc(Br)cc1	-1	0	x	x	x	1	x	-1
O=C(NCc1cccnc1)C1CCCN(S(=O)(=O)c2ccc(Cl)cc2)C1 (stereo not given)	-3	-7	x	x	8	6	x	x
COc1cnc(-c2cccc(C(F)(F)F)c2)c(NC(=O)c2cc3ccccc3s2)n1	-1	-1	-4	5	28	30*	4	2
Cc1nnn(C23C[C@@H]4C[C@@H](CC(C(=O)N5CCN(c6ccccc6)CC5)(C4)C2)C3)n1	0	-1	0	9	4	-2	-2	x
CCCNC(=O)C[C@@H]1C[C@H]2c3cc(NC(=O)Nc4ccc(F)cc4)ccc3O[C@H]2[C@@H](CO)O1	x	-5	10	4	-6	0	-1	-2
Brc1ccc(/C=N/c2nc3ccccc3n2CCN2CCOCC2)cc1	-2	-9	x	x	-1	-2	x	1
CCOc1ccc(N(CC(=O)N/N=C(\C)c2cccc(NC(C)=O)c2)S(=O)(=O)c2ccccc2)cc1	-3	-16	-2	0	17	3	1	-2
CCOC(=O)C(Sc1nn(C)c(=S)s1)C(C)=O (stereo not given)	-2	-2	x	x	-3	-3	x	x
CC(C)(C)OC(=O)NC(=NCCCc1cn(CC(=O)N2CCN(C(=O)OC(C)(C)C)CC2)nn1)NC(=O)OC(C)(C)C	-2	x	3	-4	-19	-3	-4	-1
COc1ccc2nc(NC(=O)c3ccc(F)cc3)sc2c1	-2	-7	-2	-144	-139	-20	7	-74
COc1ccc(CNC(=O)C(C)Cc2ccccc2)cc1O (stereo not given)	2	2	-2	-6	-30	0	-1	-25
C=CCN1C(=O)C2C3CC(=O)C(c4ccccc43)C2C1=O (stereo not given)	3	-7	22	-2	2	x	-8	-2
COc1ccc(-n2c(=O)cc(N3CCN(c4ccccc4F)CC3)[nH]c2=O)cc1	-10	-8	x	x	x	-1	x	7
CCOC(=O)C1=CNS(=O)(=O)NC1c1ccc(C[C@H](NC(=O)CNC(=O)CCc2ccccc2)C(N)=O)cc1 (stereo not given in full)	6	x	-6	8	-10	3	-1	-15
COc1cc(OC)cc(C(=O)NC(C)c2ccc(Br)cc2)c1 (stereo not given)	-7	-2	-2	-2	11	3	-2	-1
CO[C@H]1CC[C@H]2CCOc3c(C#N)cccc3C(=O)N(C)C[C@H](C)C(=O)N(C)C[C@H]1O2	6	6	-4	-2	0	-3	3	-14

Four compounds picked at random from the list so far, as already listed:
SMILES	FN deposition inh	PGC1a acetyl inh	S100A4 inh HTS	EWS-Fli block	PAX8 inh HTS	PglD DTNB	ERAP1 inh	LGR2 inh
C=CCN1C(=O)C2C3CC(=O)C(c4ccccc43)C2C1=O (stereo not given)	3	-7	22	-2	2	x	-8	-2
COc1cc(OC)cc(C(=O)NC(C)c2ccc(Br)cc2)c1 (stereo not given)	-7	-2	-2	-2	11	3	-2	-1
CCCOC(=O)c1c(-c2ccc(OC)cc2)oc2ccc(-c3ccc(OC)nc3)cc12	-16	x	0	-13	8	1	1	-6
O=c1c(-c2ccc(O)cc2)coc2c(C3O[C@H](CO)[C@@H](O)[C@H](O)[C@H]3O)c(O)ccc12 (stereo not given in full)	-3	-4	-14	-7	-14	-1	-2	6

(continued)
SMILES	FN deposition inh	PGC1a acetyl inh	S100A4 inh HTS	EWS-Fli block	PAX8 inh HTS	PglD DTNB	ERAP1 inh	LGR2 inh
Cc1cc(C)c(NC(=O)c2ccc3c(c2)NC(=O)C(C)S3)c(C)c1 (stereo not given)	6	x	5	-11	14	0	-3	-11
COc1ccc(C2=NOC(C(=O)Nc3cc(C)on3)C2)cc1OC (stereo not given)	12	x	-1	-2	2	x	0	-8
CCOC(=O)c1c(C)[nH]c(C(=O)OCC(=O)NCCc2ccc(OCC)c(OCC)c2)c1C	-1	-46	-3	0	-2	1	3	-16
CN1C(=O)CC(c2ccccc2)CC1=O	-17	4	-1	-10	0	3	3	17
O=C(C[C@H]1C[C@H](C(=O)N2CCOCC2)[C@@]2(CCC3CCCC3)c3[nH]c4cc(-c5ccco5)ccc4c3CCN2C1=O)NCc1ccco1	-3	-7	-19	5	3	1	-3	-3
CCNC(=O)C1(C)CCCN1Cc1ccccc1Cl (stereo not given)	2	u	0	12	-2	-3	2	-18
N#C[C@H]1[C@@H](c2ccccc2C2=CCCC2)[C@@H](CO)N1C(=O)Cc1ccncc1	2	6	51	17	-6	x	1	3
CCc1ccc(S(=O)(=O)Nc2ccc(Br)cn2)cc1	4	14	-6	11	-11	3	-2	17
O=C(NNC(=S)NCCCN1CCOCC1)c1ccncc1	1	x	-1	13	6	-2	0	13
C[C@@H]1CN([C@H](C)CO)S(=O)(=O)c2ccc(-c3cccnc3)cc2O[C@@H]1CN(C)Cc1cncnc1	-9	7	-3	-13	x	4	0	-6
CC(=O)c1ccc(NC(=O)C(C)Oc2ccc(N(C)S(=O)(=O)c3ccc(C)cc3)cc2)cc1 (stereo not given)	-1	-22	2	1	3	2	2	4
NC(=O)C1(N2CCCC2)CCN(Cc2ccccc2)CC1	6	0	-5	6	x	-1	-1	-4
C[C@@H]1CN([C@H](C)CO)C(=O)Cc2cc(NC(=O)CCCN(C)C)ccc2O[C@H]1CN(C)C(=O)Nc1ccc2c(c1)OCO2	x	2	14	11	-68	6	5	-2
COc1ccc(CCNS(=O)(=O)CCNC(=O)c2ccccc2)cc1	x	x	-5	-2	4	1	-1	-9
CC1(C)Cc2c(cnn2-c2cccc(F)c2)C(NC(=O)Cn2cccn2)C1 (stereo not given)	-3	0	1	6	-1	-4	0	23
CN(C)C(=O)c1cccc(-c2ccc(C3[C@H]4CNC[C@@H]3N4S(=O)(=O)Cc3ccccc3)cc2)c1 (stereo not given in full)	-6	-2	x	-3	-19	x	x	5
COc1ccc(N2CCN(C(=O)c3cccc4nc(C)oc34)CC2)cc1	6	3	-4	5	22	-5	-4	7
COC(=O)C(NC(=O)CCc1c(C)nc2c(c(C)nn2-c2ccccc2)c1C)C(C)C (stereo not given)	-2	-1	-26	8	9	-2	0	5
COc1ccc(S(=O)(=O)N[C@H]2C=C[C@@H](CC(=O)O)O[C@@H]2CO)cc1	6	-1	-2	-4	-4	-3	-3	15
Cc1ccccc1OCCNC(=O)CSc1ccc(C(F)(F)F)cc1[N+](=O)[O-]	-4	x	-2	-12	3	x	9	7
C#CCN(C[C@@H]1[C@@H](OC(=O)NCc2ccc(OC)c(OC)c2)[C@@H](OC(=O)NCc2ccc(OC)c(OC)c2)Cn2c(=O)ccc(=O)n21)S(=O)(=O)c1ccc(C)cc1	2	1	2	27	113*	-2	3	-6
CCSCc1nnc(SCC(=O)Nc2nc(C)cs2)n1C	-1	x	-1	1	10	x	0	-9
CC1(C(=O)NS(=O)(=O)c2ccccc2)CCN1C(=O)c1cccc2ccccc12 (stereo not given)	x	1	-1	0	-3	2	2	0
C=CS(=O)(=O)N(Cc1ccccc1)[C@H](CO)CC(C)C	-3	-16	1	9	6	-109	1	x
COc1ccc(CNC(=O)c2cc3c(=O)[nH]c4ccccc4c3n2C)cc1	-6	x	16	8	14	-1	x	-2
C[C@H]1CN([C@@H](C)CO)C(=O)c2cccc(NC(=O)Nc3ccc4c(c3)OCO4)c2O[C@@H]1CN(C)CC1CCCCC1	-13	-16	5	-4	-22	1	0	-22
C[C@@H]1CCCCO[C@H](CN(C)CC2CCCCC2)[C@@H](C)CN([C@H](C)CO)C(=O)c2cc(NS(=O)(=O)c3ccccc3)ccc2O1	x	3	8	37	12	1	-1	20
C[C@H](CO)N1C[C@H](C)[C@@H](CN(C)C(=O)C2CC2)Oc2cc(C#C[C@@H](C)O)ccc2S1(=O)=O	-1	12	-2	4	x	4	0	0
NC1=Nc2cccc3cccc1c23	-2	3	-14	-21	5	-3	-7	8
COCCCN(CCC#N)C(=O)c1c(-c2c(Cl)cccc2Cl)noc1C	0	4	6	2	-9	0	x	x
CCN1CCN(C(=O)C(C)Sc2nnc3nc(C)cc(C)n23)CC1 (stereo not given)	-1	5	0	2	-13	2	0	5
CCOc1ccc(Oc2c(C)oc3cc(O)ccc3c2=O)cc1	-9	4	1	5	22	-2	-6	-15
C[C@@H]1CN([C@H](C)CO)C(=O)c2cc(NC(=O)NC3CCCCC3)ccc2O[C@H]1CN(C)S(=O)(=O)c1ccc(Cl)cc1	x	-6	3	-1	-13	-2	-1	x
N#C[C@@H]1[C@@H](c2ccc(-c3cccnc3)cc2)[C@H](CO)N1C(=O)C1CC1	-10	7	3	1	19	-2	0	3
Cc1ccc(C)c(N2CCN(C(=O)CCCOc3cc(=O)n(C)c4ccccc34)CC2)c1	5	-128	x	x	-4	4	x	x
O=C(Nc1nc2c(Cl)c(Cl)ccc2s1)C1CC1	-12	-2	-2	-9	-7	1	3	-7
COc1ncc(-c2ccc3c(c2)S(=O)(=O)c2cccc(C(=O)O)c2C3=O)cn1	-23	6	6	-5	-6	5	1	-14
CCN(CC)S(=O)(=O)c1ccc(NC(=O)C2CCCO2)cc1 (stereo not given)	x	6	-3	0	x	-1	2	-29
Cc1ccc(OCC(=O)N/N=C\c2ccncc2)c(C)c1	-14	-13	5	-2	-4	-4	1	-20
CC(C)=C(c1ccc(Cl)cc1)c1c(N)ncnc1N	-7	3	2	-3	9	x	0	3
Cc1cc(C(=O)Nc2cccc3c2O[C@@H](CN(C)C(=O)Nc2ccccc2)[C@@H](C)CN([C@@H](C)CO)C3=O)n(C)n1	x	-1	4	4	-2	0	1	-9
Cc1ccc(-c2cnc3c(c2)C(=O)N([C@H](C)CO)C[C@@H](C)[C@H](CN(C)CC2CCOCC2)O3)cc1	x	-10	-2	-11	x	-1	0	-21
CCCCn1c(N)c(N2CCOCC2)c(=O)n(CC(=O)NC(C)c2ccccc2)c1=O (stereo not given)	-18	x	-2	1	11	x	x	3
C[C@H]1CN([C@@H](C)CO)C(=O)c2cc(NC(=O)c3ccncc3)ccc2O[C@@H]1CN(C)S(=O)(=O)c1ccc(Cl)cc1	2	-2	7	-1	-22	3	1	14
COc1ccc(-c2cn3cccnc3n2)cc1Br	4	x	1	-24	-119	x	-39	x

Bioassay records: PubChem, Broad Institute
